# Bioassay records as filed in PubChem.
# Jurkat viability: cytotoxicity toward Jurkat T cells, primary screen, cytotoxicity control, cell-based, Jurkat E6.1, 60K MLSMR library | inhibition, % at 4 µM | Jurkat E6.1 viability, ATP luminescence, 48 h | 56,000 tested, 1.2% active | AID 463, 2006;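 active means inhibition above the mean inhibition of all tested compounds plus 3 SD, cut at about 28% in these data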
# 5HT1a antag: human 5-HT1a receptor antagonists, primary screen, cell-based, CHO, Ga15 NFAT-bla reporter; 5-hydroxytryptamine receptor 1A (Homo sapiens), P08908; CHO 5-HT1a Ga15 NFAT-bla reporter, antagonist mode; inhibition, % at 10 µM; 62,000 tested, 0.68% active; AID 612, 2007;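 active means inhibition above the mean of all tested compounds plus 3 SD, cut at about 43% in these data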;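 further: receptor stimulated by 5-CT agonist at 100 nM near EC80; beta-lactamase reporter measured by ratiometric fluorescence of a cleavable substrate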
# S1P1 ag-PAM: S1P1 agonists and agonism potentiators, primary screen, cell-based, primary and confirmation screens, CRE-bla reporter. activation, % at 9.5 µM. Sphingosine 1-phosphate receptor 1 (Homo sapiens), P21453. 56,000 tested, 0.57% active. AID 449, 2006. S1P1 CRE-bla cells, forskolin, beta-lactamase FRET, potentiator mode; S1P1 agonist co-added at EC20, 2 nM; 100% = saturating reference agonist, 0% = basal;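 active means activation above a cutoff set at the mean activation of all tested compounds plus 3 SD, cut at about 54% in these data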;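 further: forskolin at 4 µM as EC80 and the EC20 agonist is SEW2871; 100% = SEW2871 at its EC100 plus forskolin at EC80; some compounds past the cut are filed as inactive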
# HEK293 NFkB inh: inhibitors of PMA/ionomycin-induced NF-kB reporter, primary screen, antigen receptor NF-kB inhibitor project, cell-based, HEK-293 luciferase reporter, luminescence; inhibition, % at 3 µM; 62,000 tested, 0.21% active; HEK-293 NF-kB luciferase reporter; AID 465, 2006;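 active means inhibition above the mean of all tested compounds plus 3 SD, cut at about 40% in these data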;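 further: 0% = stimulated DMSO wells and 100% = 10 µM reference inhibitor 5653914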
#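 System – HEK-293 cells with stable firefly luciferase reporter driven by four HIV NF-kB elements · Doses – one dose, 3 µM · Schedule – 1 h compound pre-incubation, 16 h PMA/ionomycin at 37 °C · Technique – luminescence from luciferase substrate reagent · Measure – percent inhibition normalized per plate to DMSO and reference-inhibitor controls · Replicates – tested once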
# HTR1E agonist: 5-HT1E receptor agonists, primary screen, cell-based, HTS. CHO 5-HT1E Ga15 NFAT-bla reporter, FRET; 0% DMSO wells, 100% control agonist wells. 65,000 tested, 0.69% active. activation, % at 6 µM;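 active means activation above a set limit, the screen-wide mean activation plus 3 SD, cut at about 8.5% in these data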;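 further: 100% = positive control agonist at 1 µM giving full maximal response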
# Target sequence (P28566 whole entry, looked up): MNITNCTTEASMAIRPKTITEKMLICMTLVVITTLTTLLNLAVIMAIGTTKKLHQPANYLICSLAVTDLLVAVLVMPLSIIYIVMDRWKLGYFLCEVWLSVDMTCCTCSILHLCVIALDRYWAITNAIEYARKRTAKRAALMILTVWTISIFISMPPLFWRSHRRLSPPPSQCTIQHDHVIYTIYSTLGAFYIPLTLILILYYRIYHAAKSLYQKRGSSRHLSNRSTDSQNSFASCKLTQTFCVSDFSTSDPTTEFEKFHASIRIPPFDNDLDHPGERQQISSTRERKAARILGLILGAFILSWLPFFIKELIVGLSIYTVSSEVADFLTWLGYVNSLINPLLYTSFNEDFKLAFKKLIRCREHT
# S1P3 agonist: human S1P3 receptor agonists, primary screen, cell-based, primary and confirmation, NFAT-BLA reporter; Sphingosine 1-phosphate receptor 3 (Homo sapiens), Q99500; S1P3 NFAT-BLA reporter cells, agonism, FRET ratio; relative to 1 µM S1P, basal subtracted; activation, % at 4.5 µM; 60,000 tested, 0.1% active; AID 373, 2006;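 active means activation above the screen-wide mean plus 3 SD, cut at about 4.5% in these data, passing the limit was not always enough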; further: some compounds called inactive have numbers as strong as hits
#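 Benchmarks: high control 1 µM S1P / System: stable CHO line with human S1P3, Gα16, NFAT-BLA reporter / Dosing: single compound concentration, 4.5 µM final / Timing: 4 h compound at 37 °C, 2 h substrate at RT / Measured by: FRET β-lactamase substrate fluorescence, excitation 405 nm, 460/535 nm emission ratio, background-subtracted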
# HTR1A agonist: human 5-HT1a receptor agonists, primary screen, cell-based, CHO, Ga15 NFAT-bla reporter. activation, % at 10 µM. 65,000 tested, 0.56% active. AID 567, 2006. CHO 5-HT1a Ga15 NFAT-bla reporter, FRET ratio; 0% basal, 100% maximal reference agonist. 5-hydroxytryptamine receptor 1A (Homo sapiens), P08908;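 active means activation above the screen-wide mean activation plus 3 SD, cut at about 19% in these data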;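 further: 0% = DMSO wells and 100% = 5-CT at EC100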
# 5HT1E antag: 5-HT1E receptor antagonists, primary screen, cell-based, HTS; 5-hydroxytryptamine receptor 1E (Homo sapiens), P28566; CHO 5-HT1E Ga15 NFAT-bla reporter, FRET, antagonist; inhibition, % at 6 µM; 65,000 tested, 0.99% active;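 active means inhibition above a set limit, the mean inhibition across every tested compound plus 3 SD, cut at about 29% in these data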;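 further: signal is the 460 over 535 nm emission ratio of beta-lactamase substrate; 0% = agonist plus DMSO wells and 100% = wells without agonist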
# D1 mod: D1 CRE-luciferase signal change, two-sided – cell-based, HEK293 D1, dopamine EC30, D1 allosteric modulator project, primary screen; D(1A) dopamine receptor (Homo sapiens), P21728; dopamine EC30 potentiation; actives deviate in either direction; B-score at 10 µM; 58,000 tested, 5.9% active;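 active means luminescence count or its row- and column-corrected plate score outside the 99.7% band of the plate's sample wells, on either side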
# Target sequence (P21728 whole entry, looked up): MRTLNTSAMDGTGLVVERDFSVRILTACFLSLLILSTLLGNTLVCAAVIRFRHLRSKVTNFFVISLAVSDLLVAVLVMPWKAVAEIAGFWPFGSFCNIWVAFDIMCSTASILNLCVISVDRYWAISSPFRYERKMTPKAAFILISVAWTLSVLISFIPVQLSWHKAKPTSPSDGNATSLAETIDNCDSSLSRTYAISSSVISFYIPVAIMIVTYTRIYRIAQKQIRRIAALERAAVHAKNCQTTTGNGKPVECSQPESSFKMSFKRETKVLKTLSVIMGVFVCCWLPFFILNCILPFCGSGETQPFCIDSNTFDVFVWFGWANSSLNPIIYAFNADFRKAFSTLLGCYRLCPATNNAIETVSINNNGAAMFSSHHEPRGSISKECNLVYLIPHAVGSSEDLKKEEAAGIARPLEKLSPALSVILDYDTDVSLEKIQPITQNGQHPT
# The depositor's hits bear a star; nt = not tested or not shown.
SMILES,Jurkat viability,5HT1a antag,S1P1 ag-PAM,HEK293 NFkB inh,HTR1E agonist,S1P3 agonist,HTR1A agonist,5HT1E antag,D1 mod
CC(C)OC(=O)C(C#N)c1nc2ccccc2nc1N1CCN(Cc2ccccc2)CC1 (stereo not drawn),-8,-9,-8,6,0.6,0.3,-0.8,-8,0.012
Cn1cc(/C=N/n2cnc3scc(-c4ccccc4)c3c2=O)c2ccccc21,41*,10,29,39,-0.6,-1.2,2.9,30*,-0.06
CCOc1ccc2[nH]c(=O)c(CN(Cc3nnnn3CCc3ccccc3)CC3CCCO3)cc2c1 (stereo not drawn),-3,5,-5,9,-1.4,-0.4,-0.2,4,1.9
Cc1cc(NC(=O)c2noc3c2CCCC3)n(-c2ccccc2)n1,1,2,-8,18,-0.3,-0.8,-1.1,8,1.3
c1cc2c(nn1)CCc1nonc1-2,0,-1,-9,4,0.0,0.7,-3.5,5,-0.36
CCOc1ccccc1N1CCN(S(=O)(=O)c2ccc(Cl)s2)CC1,4,-3,nt,7,-0.4,0.0,-0.3,3,0.64
COc1ccc(C(CC(=O)NC(C)(C)C)n2cccc2)cc1 (stereo not drawn),1,-8,-4,8,-1.0,0.0,-0.8,-3,-0.095
CCOc1ccc(-c2cc3nc(C4CCN(C(=O)OC(C)(C)C)CC4)c(C(=O)O)cn3n2)cc1,6,-2,-9,0,0.9,1.2,3.4,6,13*
Cn1c(C(=O)Nc2ccc3c(c2)OCCO3)cc2c(=O)n(C)c3ccccc3c21,-5,6,-72,8,0.3,-1.2,-2.1,12,-4.5*
CC(=O)c1cc(-c2ccccc2)[nH]c1N1CCOCC1,nt,4,nt,17,-0.6,nt,-2.7,-9,nt
COCc1cc(C)nc(SCC(=O)Nc2ccc(C)c(C)c2)c1C#N,nt,nt,6,nt,-0.6,-0.8,-1.9,8,nt
Cn1ncc2c1ncn1c(-c3ccccc3Cl)nnc21,9,8,19,-16,-0.2,-0.5,-1.2,-1,nt
O=C(O)CN1C(=O)CSc2ccccc21,nt,0,nt,1,-1.4,nt,-1.9,-7,-0.89
CCCCN(C(=O)NC(=O)Nc1c(C)cc(C)cc1C)S(C)(=O)=O,8,-9,-27,16,-0.5,-0.3,-0.1,-2,0.51
CCOC(=O)c1oc2ccccc2c1NC(=O)c1ccccc1OC,1,49*,-39,2,0.0,0.6,-0.6,47*,4.5*
O=C(O)C1CCN(c2ncccn2)CC1,-4,0,-30,12,0.0,-1.0,-7.0,-6,0.61
O=C(NCc1cccs1)c1ccncc1,2,10,-5,17,-0.5,-0.8,-1.6,5,0.28
COc1ccc(S(=O)(=O)N(Cc2nc3ccccc3c(=O)[nH]2)C2CCCC2)cc1,-2,-34,10,10,1.0,-1.1,3.5,-10,-1.2
O=c1cc(-c2ccccc2)nc2nc(-c3ccccc3)[nH]n12,4,13,22,-24,1.1,0.2,-1.3,-7,-0.038
CCOC(=O)c1oc2ccccc2c1NC(=O)c1cccc(OC)c1OC,5,33,-52,7,0.3,0.3,-2.0,34*,16*
CCOC(=O)CC(=O)CSC1=C(C#N)C(c2ccccc2OC)CC(=O)N1 (stereo not drawn),5,0,-1,1,-0.1,-1.1,3.0,-3,-0.32
CSC1=NCCN1C(=O)Cc1cccs1,5,8,-5,10,-0.4,-0.5,-3.0,5,9.8*
COc1ccccc1CC(NC(C)=O)C(=O)N1CCN(C(=O)Nc2ccccc2Cl)CC1 (stereo not drawn),nt,-4,nt,18,-0.4,nt,-1.3,-4,-0.51
CCOC(=O)C1=C(C)OC(N)=C(C#N)C1c1cc(OC)c2c(c1)OCO2 (stereo not drawn),1,10,-21,13,0.6,-0.3,-2.3,0,2.8
O=C(CSc1nc(-c2ccco2)cc(C(F)(F)F)n1)NCCc1ccccc1,-6,38,51,-2,-1.6,-0.3,2.1,-7,-0.77

# Compound profiles, from the list above. Screens in order: Jurkat viability, 5HT1a antag, S1P1 ag-PAM, HEK293 NFkB inh, HTR1E agonist, S1P3 agonist, HTR1A agonist, 5HT1E antag, D1 mod
# CCOC(=O)c1oc2ccccc2c1NC(=O)c1ccccc1OC reads 1, 49*, -39, 2, 0.0, 0.6, -0.6, 47*, 4.5*
# c1cc2c(nn1)CCc1nonc1-2 reads 0, -1, -9, 4, 0.0, 0.7, -3.5, 5, -0.36
# Cn1c(C(=O)Nc2ccc3c(c2)OCCO3)cc2c(=O)n(C)c3ccccc3c21 reads -5, 6, -72, 8, 0.3, -1.2, -2.1, 12, -4.5*
# CCOc1ccc2[nH]c(=O)c(CN(Cc3nnnn3CCc3ccccc3)CC3CCCO3)cc2c1 (stereo not drawn) reads -3, 5, -5, 9, -1.4, -0.4, -0.2, 4, 1.9
# Cc1cc(NC(=O)c2noc3c2CCCC3)n(-c2ccccc2)n1 reads 1, 2, -8, 18, -0.3, -0.8, -1.1, 8, 1.3

# Further compounds follow.
SMILES,Jurkat viability,5HT1a antag,S1P1 ag-PAM,HEK293 NFkB inh,HTR1E agonist,S1P3 agonist,HTR1A agonist,5HT1E antag,D1 mod
CC(=O)Nc1cc(C(=O)O)ccc1S(=O)(=O)c1ccc(C)cc1,nt,-13,nt,12,-1.3,nt,-1.1,0,-1.1
N#Cc1nc(Cc2ccccc2)oc1NCc1cccnc1,-8,-4,-12,11,-0.5,0.7,0.0,13,nt
Cc1cc(N2C3CCC2CC(O)(c2ccc(F)cc2)C3)nc(-c2ccccc2)n1 (stereo not drawn),8,43*,17,15,-1.0,-1.3,-1.2,23,nt
Cc1cccc(-n2ncc3c(N)ncnc32)c1,-5,6,12,18,0.0,-0.5,0.8,0,0.86
COC(=O)CN1C(=O)C(O)(CC(=O)c2ccc(C)o2)c2ccccc21 (stereo not drawn),-6,-3,-25,17,-0.1,-0.5,-4.6,-8,0.05
COc1ccc(NC(=O)c2oc3cc(C)c(C)cc3c2C)c(OC)c1,-10,-9,nt,2,-0.1,-0.6,-1.1,-8,1.4
O=C(CSc1ccc2c(c1)OCCO2)NCc1ccco1,-9,11,-9,9,0.1,0.8,-0.4,-4,-1.1
O=C(Cn1nc(C(F)(F)F)c2c1CCCC2)NCc1ccco1,-1,6,-15,6,-1.0,0.0,-3.9,-3,0.49
N#Cc1ccccc1NC1=CC(=O)CCC1,-3,3,-6,14,1.0,-1.6,-2.0,10,nt
COc1ccccc1C(=O)Nc1nnc(-c2ccc3c(c2)CCCC3)o1,-3,-8,9,4,0.6,-0.6,-0.7,-6,0.014
C=CCOc1ccc(/C(O)=C2\C(=O)C(=O)N(CCCOC)C2c2ccc(O)c(OC)c2)cc1 (stereo not drawn),0,8,20,3,-0.9,-1.3,-5.0,8,-0.014
CCSc1nc2c(c(=O)[nH]1)C(C(C)C)C(C#N)=C(N)O2 (stereo not drawn),-2,3,2,15,0.7,-0.1,-2.1,-1,nt
CC(CN(C)Cc1ccccc1)OC(=O)c1cccs1 (stereo not drawn),-6,-3,8,15,-0.8,-0.3,-0.9,-7,-0.3
COC(=O)c1ccc(CSc2nnc(-c3ccncc3)o2)o1,5,0,nt,0,-0.7,-0.6,-0.3,5,0.6
O=C1c2ccccc2C(=O)N1c1ccc(S(=O)(=O)N2CCN(c3ccccc3)CC2)cc1,-2,0,-10,3,-0.8,0.1,2.4,-3,0.013
COc1ccc(C/C(O)=C(\C#N)c2nc3ccccc3s2)cc1,nt,0,nt,7,-0.2,nt,2.4,-11,-1.3
CCn1cc(C(=O)NCc2ccc(C)o2)c2cc(OC)c(OC)cc2c1=O,-2,10,-38,6,-0.6,-0.4,0.7,29*,-6.3*
CCOC(=O)NC(Nc1nc2ccccc2s1)(C(=O)OCC)C(F)(F)F (stereo not drawn),0,16,-1,4,-0.2,-0.8,0.4,12,-1.7
COCCn1nnnc1C(c1ccccc1Cl)N1CCN(c2ccccc2OC)CC1 (stereo not drawn),3,3,-16,3,0.9,-0.9,-0.6,-3,-0.44
O=c1c2ccccc2c(C=NCCO)c(O)n1-c1ccccc1,-3,-3,-14,-5,0.7,-0.4,0.8,-4,-0.98
COCCN(C(=O)c1cccc(OC)c1)c1nnc(-c2ccncc2)s1,4,-6,11,6,0.5,0.1,-2.2,-9,0.21
COc1ccc(-c2c(C)oc3c(CN4CCCCC4C)c(O)ccc3c2=O)cc1OC (stereo not drawn),0,11,-15,-4,0.1,0.9,-3.3,-9,-0.51
CC(=O)Nc1ccc(S(=O)(=O)NCc2cn3ccsc3n2)cc1,2,-8,-48,11,0.2,4.1,-5.2,-8,-0.043
CC1(C)Cc2c(c(-c3ccccc3)[nH]c(=O)c2C#N)CS1,nt,nt,-18,nt,-1.1,-2.8,2.3,12,nt
O=C(Nc1nn[nH]n1)c1cccc(Oc2ccccc2)c1,nt,-6,nt,6,-0.5,nt,-1.9,-1,0.57
SMILES,Jurkat viability,5HT1a antag,S1P1 ag-PAM,HEK293 NFkB inh,HTR1E agonist,S1P3 agonist,HTR1A agonist,5HT1E antag,D1 mod
CC(C(=O)NCC1(c2ccccc2)CCCC1)N1CCOCC1 (stereo not drawn),-4,2,-5,10,-1.1,1.3,-0.3,4,0.098
CCOC(=O)c1c(C)[nH]c(C(=O)COC(=O)CCC(=O)c2ccc3c(c2)OCCO3)c1C,-10,-8,-31,6,0.7,0.4,0.9,-8,0.6
Cc1nc(/N=C(\N)Nc2ccccc2)nc2ccccc12,nt,nt,5,nt,-0.2,-3.1,4.5,8,0.44
CCOC(=O)N1CCC(NC(=O)c2cc3c(-c4ccc(Cl)cc4)nn(C)c3s2)CC1,-16,7,-12,-1,0.9,-1.1,-1.1,-7,0.095
Cc1c(C(=O)N2CCC(C(N)=O)CC2)sc(N)c1C#N,-3,-6,-14,4,0.9,-0.4,-0.5,-18,-1.2
N#Cc1ccc(Oc2cccnc2)cc1C#N,-2,-6,nt,13,0.3,-0.3,1.0,-2,1

# Single values from the list.
# CCOC(=O)N1CCC(NC(=O)c2cc3c(-c4ccc(Cl)cc4)nn(C)c3s2)CC1 | D1 mod = 0.095
# CC(C(=O)NCC1(c2ccccc2)CCCC1)N1CCOCC1 (stereo not drawn) | HTR1A agonist = -0.3
# Cc1c(C(=O)N2CCC(C(N)=O)CC2)sc(N)c1C#N | S1P3 agonist = -0.4
